LYPLA1 inh – counter-screen for PME1 inhibitors: inhibitors of human LYPLA1 | 0.16% of 320,000 active | recombinant LYPLA1, FP-Rh probe fluorescence polarization | O75608 | inhibition, % at 5.9 µM;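 active means inhibition above the mean of all tested compounds plus 3 SD, set per campaign, cut at about 14% in these data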;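 further: inhibitors block serine hydrolase probe labeling of LYPLA1 so polarization falls; 0% = enzyme with DMSO and 100% = wells lacking LYPLA1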
Fam108B counter – counter-screen for RBBP9 inhibitors: inhibitors of mouse Fam108B | 0.33% of 300,000 active | recombinant Fam108B, FP-Rh probe fluorescence polarization | inhibition, % at 9.51 µM;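 active means inhibition above the screen mean inhibition plus 3 SD, computed separately per campaign, cut at about 18% in these data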;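 further: inhibitors lower polarization as less probe binds the enzyme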
GSTO1 inh – counter-screen for RBBP9 inhibitors: inhibitors of human GSTO1 | recombinant GSTO1, activity-based probe fluorescence polarization | 1.1% of 300,000 active | inhibition, % at 5.96 µM | P78417;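 active means inhibition above the campaign mean inhibition plus 3 SD, cut at about 35% in these data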;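 further: 0% = GSTO1-1 with DMSO and 100% = wells lacking GSTO1-1 enzyme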
PAD4 inh – PAD4 (human) enzyme inhibition | Q9UM07 | recombinant PAD4, RCA probe fluorescence polarization | inhibition, % at 6.36 µM | 0.41% of 330,000 active;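 active means percent inhibition above a cutoff equal to the mean of all tested compounds plus 3 SD, cut at about 15% in these data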;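 further: 0% = PAD4 with RCA probe and DMSO and 100% = probe without PAD4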
Target sequence (Q9UM07 whole entry, looked up): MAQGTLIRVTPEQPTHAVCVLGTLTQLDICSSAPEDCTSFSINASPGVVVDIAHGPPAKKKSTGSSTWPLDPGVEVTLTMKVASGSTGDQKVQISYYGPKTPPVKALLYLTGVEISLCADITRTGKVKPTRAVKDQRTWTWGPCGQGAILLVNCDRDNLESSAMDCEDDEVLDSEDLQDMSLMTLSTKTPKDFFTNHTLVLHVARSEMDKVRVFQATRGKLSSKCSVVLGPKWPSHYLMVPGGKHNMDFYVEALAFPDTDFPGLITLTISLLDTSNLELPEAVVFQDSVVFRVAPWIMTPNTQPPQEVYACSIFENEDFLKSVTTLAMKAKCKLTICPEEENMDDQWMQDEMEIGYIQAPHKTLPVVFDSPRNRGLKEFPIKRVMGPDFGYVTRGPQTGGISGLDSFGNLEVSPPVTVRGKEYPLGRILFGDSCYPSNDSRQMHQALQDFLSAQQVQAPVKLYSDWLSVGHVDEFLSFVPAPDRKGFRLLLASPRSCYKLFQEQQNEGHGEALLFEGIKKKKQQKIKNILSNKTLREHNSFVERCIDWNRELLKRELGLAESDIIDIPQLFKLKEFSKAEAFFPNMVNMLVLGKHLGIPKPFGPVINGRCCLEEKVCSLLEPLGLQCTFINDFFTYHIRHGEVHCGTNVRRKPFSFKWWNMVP
PAFAH1B3 inh – PAFAH1B3 (human) inhibition; Q15102; recombinant PAFAH1B3, FP-rhodamine probe, fluorescence polarization; inhibition, % at 3.39 µM; 0.28% of 340,000 active;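 active means inhibition above the screen-wide average of all tested compounds plus 3 SD, cut at about 25% in these data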;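 further: 0% = enzyme with DMSO only and 100% = wells lacking PAFAH1B3 protein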
Target sequence (Q15102 whole entry, looked up): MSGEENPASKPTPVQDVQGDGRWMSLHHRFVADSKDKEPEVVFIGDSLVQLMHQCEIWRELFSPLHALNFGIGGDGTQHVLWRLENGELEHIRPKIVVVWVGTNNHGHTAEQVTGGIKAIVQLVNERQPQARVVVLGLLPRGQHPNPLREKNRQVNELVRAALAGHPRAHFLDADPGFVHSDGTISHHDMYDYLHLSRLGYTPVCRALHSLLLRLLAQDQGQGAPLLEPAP
pPAFAH FP inh – pPAFAH (human) enzyme inhibition; Q13093; recombinant pPAFAH, FP-rhodamine probe fluorescence polarization; inhibition, % at 3.39 µM; 1.5% of 330,000 active; AID 463082;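 active means inhibition above the mean inhibition across the screen plus 3 SD, cut at about 25% in these data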;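 further: inhibitors block binding of the rhodamine activity-based probe so polarization drops; 0% = enzyme with DMSO and 100% = wells lacking pPAFAH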
PME-1 primary – blocks human protein phosphatase methylesterase 1; Q9Y570; recombinant PME-1, FP-Rh probe fluorescence polarization; inhibition, % at 5.9 µM; 0.53% of 320,000 active;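 active means inhibition above the campaign mean of all compounds plus 3 SD, cut at about 26% in these data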;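 further: competitive labeling of PME-1 active site by serine hydrolase directed probe; 0% = PME-1 with DMSO and 100% = wells lacking PME-1 enzyme; inhibitors block probe labeling so polarization falls and inhibition rises; many of its hits are not listed in these tables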
PAFAH1B2 FP inh – inhibitors of human PAFAH1B2. recombinant PAFAH1B2, FP-rhodamine activity probe, fluorescence polarization. inhibition, % at 3.39 µM. 1.2% of 340,000 active;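 active means inhibition above the mean of all tested compounds plus 3 SD, cut at about 24% in these data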;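 further: 0% = enzyme with DMSO and 100% = wells lacking PAFAH1B2; many of its hits are not listed in these tables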
PAFAH2 inh – inhibitors of human PAFAH2. Q99487. inhibition, % at 3.39 µM. recombinant PAFAH2, FP-rhodamine activity probe, fluorescence polarization. 0.99% of 340,000 active. AID 492956;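 active means inhibition above the mean over all tested compounds plus 3 SD, cut at about 30% in these data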;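 further: inhibitors block probe labeling of enzyme so polarization drops; 0% = enzyme with DMSO and 100% = wells lacking PAFAH2 protein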
An asterisk follows results filed as active; / = no result given. The list is partial; the hit share may differ from the screen's.

Results follow in this order: GSTO1 inh	PME-1 primary	PAFAH1B3 inh	PAFAH2 inh	PAD4 inh	PAFAH1B2 FP inh	pPAFAH FP inh	LYPLA1 inh	Fam108B counter
O=C1C(=O)N(CCS(=O)(=O)c2ccccc2)c2ccccc21
 : 3	-9	3	4	-1	6	4	4	-2
CC(C)(C)OC(=O)N1CCN(C(=O)c2[nH]cnc2C(=O)Nc2nccs2)CC1
 : /	2	-3	0	-5	-1	2	1	/
CCOc1cccc(/C=N/Nc2nc(N3CCCC3)nc(N3CCCC3)n2)c1O
 : 6	23	5	-2	-1	6	17	0	5
CCCOc1cccc(C(=O)NCCCNC(=O)c2ccccn2)c1
 : -1	4	8	-3	0	-4	-1	2	5
CCOc1cccc(/C(O)=C2/C(=O)C(=O)N(CCN3CCOCC3)C2c2cccnc2)c1 (centres undefined)
 : -6	-2	3	4	3	-1	0	-1	1
Cc1ccc(N2CC(NS(=O)(=O)c3cccs3)CC2=O)cc1C (centres undefined)
 : -8	1	-3	-2	-2	-3	-6	1	-2
COC(=O)c1scc(C)c1N/N=C(\C)c1ccc(F)cc1
 : 4	3	6	-7	1	3	1	-3	2
O=C(NCCCN1CCOCC1)c1cc2c(s1)CCCC2
 : 26	1	1	-2	-7	-3	5	-1	-3
O=C(NCCCN1CCOCC1)c1ccc2c(=O)n(Cc3ccc(Cl)cc3)c(=S)[nH]c2c1
 : 18	-16	5	0	4	6	0	-11	-4
CCN(CC)C(CNS(=O)(=O)c1ccc(Cl)cc1)c1ccccc1 (centres undefined)
 : 0	-5	5	2	-3	10	1	3	2
COc1ccc(N(C)C(=O)CCS(=O)(=O)c2cccc3nonc23)cc1
 : 3	-1	12	2	-5	3	-3	-2	-2
COC(=O)c1ccc(C(=O)OC)c(NC(=O)COC(=O)CCOc2ccc(C)cc2)c1
 : 11	-6	5	-5	-1	3	-6	0	-5
CC(C)(C)c1ccccc1OCCOCCNCc1ccccc1
 : 5	3	3	7	-5	4	4	3	3
CCOc1cc(S(=O)(=O)NCCCN2CCOCC2)ccc1F
 : 5	-4	5	1	-10	3	-2	1	2
Cc1ccc(NC(=S)N(CCCN(C)C)Cc2cc3cc4c(cc3[nH]c2=O)OCO4)c(C)c1
 : 3	5	4	1	5	-2	2	7	-2
CCN(CC)S(=O)(=O)c1ccc(C)c(NC(=O)CSc2nc3ccccc3[nH]2)c1
 : 9	4	-2	-2	0	3	13	2	-3
CC(=O)NC1(C(F)(F)F)C(=O)Nc2c1c(=O)n(C)c(=O)n2C (centres undefined)
 : -2	0	-4	0	-1	-3	3	-2	-1
CCOC(=O)N/N=C\c1ccc(-c2cccc(C(F)(F)F)c2)o1
 : -3	-4	5	-1	-1	1	11	0	1
CN(C(=O)CSc1ccc(S(=O)(=O)N2CCCCC2)cn1)c1ccccc1
 : /	-3	7	7	-1	7	10	0	/
CCCn1c(N)c(Sc2ccccc2)c(=O)n(CCC)c1=O
 : 3	0	-3	-4	-1	5	0	1	1
CCCCNC(=O)N(O)C1N(CCCC)C(=O)N(CC(=O)OC)C1(C)C (centres undefined)
 : 3	0	3	2	-2	3	2	0	8
COc1ccc(/C=N/NS(=O)(=O)c2ccccc2)cc1OS(=O)(=O)c1ccc(C)cc1
 : -14	6	2	-6	-2	1	3	-2	-2
COc1ccc(CCCc2nnc(SCC(=O)Nc3cc(C)c(C)cc3Br)o2)cc1
 : 0	7	8	-2	-1	9	2	-4	5
Cc1cc(C)c2[nH]c(O)c(N=Nc3ccc(C(=O)O)cc3)c2c1
 : 0	5	20	6	-2	5	6	3	0
CCc1sc(C(=O)N2CCc3cc(OC)c(OC)cc3C2CC(=O)O)cc1C (centres undefined)
 : /	-9	1	3	-11	2	-3	-4	/
O=C(N/N=C/C(Br)=C/c1ccccc1)c1ccc([N+](=O)[O-])cc1
 : 6	3	-1	-6	-4	-3	5	-5	-4
Cc1cc(NC(=O)COC(=O)[C@H](C)NC(=O)c2ccccc2)no1
 : -6	-9	2	-2	-13	4	-11	1	-4
COc1ccc2c(c1)C1=NN(/C(C)=C\C(C)=O)C(c3ccccc3)C1CC2 (centres undefined)
 : 21	-6	-3	8	-12	-4	7	-6	-4
Cc1cc(C)c2c(=O)n(CC(=O)N3CCC(N4CCCCC4)CC3)sc2n1
 : 9	2	3	3	-2	2	3	4	1
CCOc1ccc(CSC(=N)N)cc1
 : -2	9	6	0	-3	2	0	-1	0
O=C(CC(c1ccccc1)c1ccccc1)Nc1nn[nH]n1
 : 8	5	1	-4	1	6	5	3	-3
CCCn1c(N)c(C(=O)COC(=O)c2c(C)noc2C)c(=O)n(C)c1=O
 : 0	-2	0	0	3	2	2	1	-3
Cc1ccc(-c2sc(-c3cccnc3)nc2CC(=O)O)cc1
 : 4	3	5	4	-5	0	-3	2	-4
Cc1ccc(NC(=O)CC2SC3=NCCN3C2=O)cc1 (centres undefined)
 : 8	-8	5	-1	-5	6	2	2	-5
Cc1ccc(CNC(=O)C2CC(c3cccc(F)c3)=NO2)cc1 (centres undefined)
 : 10	-2	-7	3	5	-1	1	-3	-2
COCc1cc(C)nc2sc(C(=O)N3CCCC3)c(N)c12
 : 2	1	3	0	-1	0	-1	1	-3
C=CCNC(=S)/C(=C(\[O-])c1ccc(Cl)cc1)[n+]1ccccc1
 : 2	0	12	9	0	9	2	1	-2
CCCCNC(=O)C1CC(c2cccc([N+](=O)[O-])c2)=NO1 (centres undefined)
 : -1	2	11	4	0	-2	2	0	-3
COc1ccc(NC(=O)Cn2nnc(C(=O)NCc3ccccc3OC)c2N)cc1Cl
 : 4	-3	11	5	3	4	7	-5	0
CCOC(=O)C1CCCN(C(=O)N2CCOCC2)C1 (centres undefined)
 : -1	12	4	3	0	3	4	0	0
CCOC(=O)CC(NC(=O)Cn1nnc(-c2ccccc2F)n1)c1ccccc1Cl (centres undefined)
 : 0	6	4	-6	4	-2	5	2	1
CCn1nnnc1NCc1ccc(N2CCCC2)cc1
 : 8	0	5	13	3	2	7	-1	10
CC(C)Cn1c(Br)nc2c1c(=O)n(CCC#N)c(=O)n2C
 : -2	-2	1	0	2	7	-3	-2	-1
CCOC(=O)N1CCN(C(=O)CSc2nc(-c3cccc(C)c3)ns2)CC1
 : 5	-2	4	9	5	-3	2	0	-2
Cc1ccccc1N1C(S)=C(C#N)C(=O)NC12CCCCC2
 : 1	-1	-1	10	2	2	4	0	-2
CCOC(OCC)P(=O)(C(C)C)C(C)C
 : -6	1	1	3	0	4	-4	3	4
Cc1ccc(Oc2ccc(S(=O)(=O)NCC(C)(C)N3CCOCC3)cc2)cc1
 : 0	3	-2	-10	-2	0	8	7	-1
CC(OC(=O)/C=C/c1cccc(Cl)c1)C(=O)NC1CCCCC1C (centres undefined)
 : 5	-2	8	-2	4	-12	0	-1	0
Cc1ccc2nc(-c3ccccc3)oc(=O)c2c1
 : -6	-15	4	86*	0	0	1	-5	-6
CCO[C@H]1OC(C(=O)N2CCOCC2)=C[C@@H](c2ccc(Br)cc2)[C@@H]1CCCO
 : -4	4	5	0	0	2	4	1	-3
COc1ccccc1CNC(=O)c1ccccc1C(=O)NC(CC(C)C)C(=O)NCc1ccccc1OC (centres undefined)
 : -4	-2	10	7	0	3	5	2	1
COC(=O)c1cccc(S(=O)(=O)N2CCN(c3nc4ccccc4s3)CC2)c1
 : -1	4	-2	4	1	11	4	1	4
CCCOc1ccc(C2=CSC3=NCCN23)cc1Cl
 : 0	5	8	5	-1	1	1	-2	0
Nc1nc(NCCO)nc(NCc2ccccc2)c1[N+](=O)[O-]
 : -5	6	2	0	2	8	4	3	7
O=C(CNC(=O)c1ccccc1F)NCCc1ccccc1F
 : /	-5	2	4	1	4	3	1	/
CC1CCCC(NC(=O)C2CCN(S(=O)(=O)c3cnc[nH]3)CC2)C1C (centres undefined)
 : 2	-5	6	7	-1	2	0	2	3
COc1ccc(CC2(CO)CCN(Cc3cnn(-c4ccc(F)cc4)c3)CC2)cc1
 : 4	-4	7	2	-2	6	0	1	-4
COc1ccc2cc(S(=O)(=O)N3CCCCC3)ccc2c1S(=O)(=O)N1CCCCC1
 : -10	-2	-3	-4	-3	10	3	2	-1
CCOC(=O)c1c(S(=O)(=O)NCC(=O)N2CCN(c3cccc(OC)c3)CC2)c(C)n(C)c1C
 : 2	7	6	6	0	1	6	-1	0
Cc1ccc(-n2ncc3c(SCc4ccccc4)ncnc32)cc1
 : -4	-4	-4	0	-2	3	2	-1	-2

(listing goes on)
Results follow in this order: GSTO1 inh	PME-1 primary	PAFAH1B3 inh	PAFAH2 inh	PAD4 inh	PAFAH1B2 FP inh	pPAFAH FP inh	LYPLA1 inh	Fam108B counter
CN(CC(=O)Nc1cccc(F)c1)C(=O)c1ccc(-c2cccc(C(F)(F)F)c2)o1
 : -14	-2	4	-16	1	10	3	-4	-1
O=C1C=C(NCCc2ccccc2)C2(CCCCC2)O1
 : 10	2	-5	3	1	2	-3	-3	-6
CCCCN(C(=O)c1cccc(-n2cccc2)c1)c1c(N)n(CCCC)c(=O)[nH]c1=O
 : -2	-12	2	2	-9	1	1	-6	-3
Cc1ccc(CNC(=O)CC2(CC3=NS(=O)(=O)c4ccccc4N3)CCCC2)cc1
 : -1	6	-2	5	2	2	-2	-3	1
O=C(Nc1ccccc1C(=O)NCC1CCCO1)c1ccc(Cl)cc1Cl (centres undefined)
 : 3	-2	5	-5	3	3	4	1	-3
CCN(CC)c1ccc(/C=N/NC(=O)c2ccccn2)cc1
 : -6	1	8	4	-7	6	-1	2	-1
CCc1c(-c2ccccc2)nc2nc(C)c(C)nn12
 : 4	-2	-1	5	0	8	-6	-1	1
CCCCNC(=S)NNC(=O)c1csc(C)c1C
 : 9	-6	8	1	-2	-3	15	-3	2
Cc1ccc(NC(=O)C(OC(=O)c2ccccc2Cl)c2ccccc2)cc1Cl (centres undefined)
 : -2	-75	-77	-62	0	-43	-24	-31	-43
CCOc1ccc(CCNC(=O)C2CCN(S(=O)(=O)N3CCCCC3)CC2)cc1OCC
 : 3	-3	-2	-15	2	0	5	3	-2
COc1cc2c(cc1OC)C(c1ccc(-c3ccc(Cl)c(Cl)c3)o1)=NCC2
 : -7	-11	-1	-4	-14	4	-15	-5	-11
CC1Sc2ccc(Cl)cc2-c2nc(N)ncc21 (centres undefined)
 : -5	1	1	-1	4	4	0	-5	2
Cc1oc(-c2cccs2)nc1CS(=O)CC(=O)NCCc1ccccc1 (centres undefined)
 : 4	8	0	7	-8	3	4	0	-2
CCOC(=O)C1=C(COC(=O)/C=C/c2ccccc2)NC(=O)NC1C (centres undefined)
 : 3	0	-4	4	-4	2	-1	-4	-4
CCO/C(C)=C1\C(=O)Nc2ccccc21
 : 5	-3	-5	-2	-1	3	-1	2	-3
Cc1ccc(C(=O)Nc2ccc(Oc3cccc(C(F)(F)F)c3)nc2)cc1
 : -3	-5	3	3	-3	4	5	0	3
CCn1cc(C(=O)NCCC(C)C)c(=O)c2cc(S(=O)(=O)N3CCCCC3)ccc21
 : 0	-2	11	3	-2	3	2	1	-1
CCOC(=O)c1c(C)[nH]c(C(=O)Cn2c(=O)c3c(ncn3CC)n(Cc3ccccc3)c2=O)c1C
 : -6	-4	11	3	-9	2	4	-4	1
COc1cc(/C=C/c2ccc3cccc(O)c3n2)ccc1O
 : 18	34*	4	6	-5	7	14	6	14
CSc1nsc(SCC(=O)Nc2ccc(F)cc2)n1
 : -1	-3	0	-1	1	2	0	-1	-2

Screens from PubChem BioAssay.
